# TCR CD3 inh = human TCR-CD3 binding inhibition | TAMRA-labeled TCR probe fluorescence, biochemical | inhibition, % at 9.4 µM | 360,000 tested, 0.37% active | AID 651800; in the data active = inhibition above about 19%;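 also: recombinant mutant TCR 2C K166C tagged with TAMRA read by polarization; 0% = receptor in buffer alone and 100% = receptor with positive control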
# NPR1 activator = GC-A (human) enzyme activation; HEK293 GC-A cells, cGMP TR-FRET, EC30 ANP; 0% at EC30 ANP, 100% saturating ANP; 370,000 tested, 0.14% active; activation, % at 10 µM; in the data active = activation above about 40%
# Target sequence (P16066 whole entry, looked up): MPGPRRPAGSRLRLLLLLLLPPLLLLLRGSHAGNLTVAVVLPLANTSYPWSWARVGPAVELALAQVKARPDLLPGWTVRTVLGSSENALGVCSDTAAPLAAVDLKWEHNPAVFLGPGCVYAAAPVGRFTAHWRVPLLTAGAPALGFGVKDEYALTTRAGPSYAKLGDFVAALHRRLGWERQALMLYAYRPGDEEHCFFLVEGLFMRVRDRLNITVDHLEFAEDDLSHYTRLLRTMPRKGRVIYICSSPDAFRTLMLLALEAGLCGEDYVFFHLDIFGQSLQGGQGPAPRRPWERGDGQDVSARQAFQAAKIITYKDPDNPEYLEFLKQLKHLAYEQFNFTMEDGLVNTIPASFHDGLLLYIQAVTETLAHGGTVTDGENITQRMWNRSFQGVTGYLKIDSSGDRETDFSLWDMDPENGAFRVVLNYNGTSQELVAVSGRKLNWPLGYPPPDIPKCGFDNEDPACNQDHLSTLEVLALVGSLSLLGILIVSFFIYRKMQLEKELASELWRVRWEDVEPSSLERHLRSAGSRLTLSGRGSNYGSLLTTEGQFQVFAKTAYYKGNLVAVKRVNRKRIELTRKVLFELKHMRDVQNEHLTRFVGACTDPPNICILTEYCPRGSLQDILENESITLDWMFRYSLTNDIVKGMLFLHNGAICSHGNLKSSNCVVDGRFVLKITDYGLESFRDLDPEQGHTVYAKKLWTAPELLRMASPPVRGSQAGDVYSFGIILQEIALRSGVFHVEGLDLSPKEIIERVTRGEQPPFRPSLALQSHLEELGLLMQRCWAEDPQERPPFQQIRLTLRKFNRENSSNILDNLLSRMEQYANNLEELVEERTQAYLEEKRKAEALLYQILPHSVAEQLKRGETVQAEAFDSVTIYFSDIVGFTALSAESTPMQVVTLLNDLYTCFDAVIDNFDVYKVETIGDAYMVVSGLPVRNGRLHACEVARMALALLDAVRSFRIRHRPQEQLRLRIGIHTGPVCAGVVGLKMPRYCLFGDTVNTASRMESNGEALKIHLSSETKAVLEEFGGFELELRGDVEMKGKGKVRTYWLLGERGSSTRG
# SIAE primary = human SIAE inhibition, primary screen | Q9HAT2 | SIAE FP-Rh probe binding, fluorescence polarization | inhibition, % at 9.66 µM | 370,000 tested, 0.69% active | AID 1053197;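 active = inhibition above a cutoff: mean of compounds within the control limits plus 3 SD of those, cut at about 17% in these data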;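 also: 0% = plate median of compound wells and 100% = probe without SIAE protein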
# GC-B act = GC-B (human) receptor activation. P20594. activation, % at 10 µM. HEK293-GC-B cells, CNP EC30, cGMP TR-FRET; 0% at EC30 CNP, 100% saturating CNP. 370,000 tested, 0.11% active;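 active = activation at 10 µM reaching about 35% in either raw or pattern-adjusted values, limit read from the data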
# HTRA1 inh = inhibitors of human serine peptidase HTRA1 | recombinant HTRA1, FP-rhodamine activity-based probe, fluorescence polarization | 340,000 tested, 0.5% active | inhibition, % at 5.96 µM | Q92743; in the data active = inhibition above about 36%;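 also: 0% = enzyme with DMSO and 100% = wells lacking enzyme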
# MBD2 DNA inh = MBD2-methylated oligo binding inhibition | Q9UBB5 | TR-FRET, MBD2 binding to methylated oligonucleotide | inhibition, % at 4.4 µM | 370,000 tested, 0.31% active | AID 686964; in the data active = inhibition above about 13%
# PRMT1 FP inh = PRMT1 (human) inhibition, primary screen | 370,000 tested, 1.3% active | AID 652257 | inhibition, % at 2.79 µM | Q99873 | recombinant PRMT1, activity-based probe fluorescence polarization;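 active = inhibition above about 21% made by adding two undisclosed values, limit read from the data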
# rCAG RNA binder = molecules binding r(CAG) RNA repeats. 370,000 tested, 1.3% active. r(CAG) RNA repeat, TO-PRO-1 dye displacement fluorescence. inhibition, % at 3 µM;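 active = inhibition above the plate cutoff, the mean of all test compounds on that plate plus 3 SD, cut at about 35% in these data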;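 also: 0% = DMSO alone and 100% = 100 µM mitoxantrone as full dye displacement; higher means more dye released from RNA so lower well fluorescence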
# mABHD4 FP = inhibits mouse alpha/beta hydrolase domain 4. Q8VD66. inhibition, % at 8.92 µM. purified mABHD4, FP-Rh probe fluorescence polarization. AID 720543. 370,000 tested, 0.54% active;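 active = inhibition exceeding the mean over every tested compound plus 3 SD, cut at about 30% in these data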;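 also: 0% = plate median of compound wells and 100% = S159A mutant with DMSO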
#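 Assay system: wild-type mouse ABHD4 protein; compound: single nominal dose of 8.92 µM, 0.89% DMSO final; schedule: 45 min + 60 min at 25 °C; measured by: FP readout, ex 525 nm / em 598 nm; evaluation: % inhibition of FP-Rh probe binding versus controls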
# UHRF1 binding = blocks human UHRF1 binding to methylated DNA | inhibition, % at 4.4 µM | AID 687016 | UHRF1 binding to methylated oligo, TR-FRET | Q96T88 | 370,000 tested, 0.75% active; in the data active = inhibition above about 21%;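 also: UHRF1 SRA domain binding a hemimethylated CpG hairpin DNA probe; 0% = median of test compound wells and 100% = reference inhibitor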
# * marks the source's active call; other numbers are inactive results; . = no result given. This is a subset; the hit share may differ from the screen's.
SMILES,TCR CD3 inh,NPR1 activator,SIAE primary,GC-B act,HTRA1 inh,MBD2 DNA inh,PRMT1 FP inh,rCAG RNA binder,mABHD4 FP,UHRF1 binding
NCC1OC(n2cnc3c(N)ncnc32)CC1O (centres undefined),-1,-3,-3,-3,4,-1,-3,0,1,0
Cc1ccc(CNC(=O)CSc2c3c(nc4ccc(Cl)cc24)CCCC3)o1,-4,-17,-6,-7,-19,0,50*,4,10,2
CCN(C(=O)c1ccco1)c1nc(-c2ccc(OC)cc2)cs1,3,-1,-9,-2,-34,1,-1,1,-4,-2
CCOc1ccc(-c2nc(CSc3nnc(N)s3)cs2)cc1OC,2,4,-2,8,-7,-3,-1,-2,5,-3
CC1=NN(c2ccccc2)C(=O)C1N=Nc1ccc(S(N)(=O)=O)cc1 (centres undefined),-4,-13,2,1,6,-7,2,6,-1,-1
N#Cc1c(NC(=O)CSc2nc3ccccc3s2)sc2c1CCCC2,-6,-3,-3,-4,-7,2,3,3,7,5
COC(=O)C[C@@H]1CC[C@H]2[C@H](COc3ccc(NC(=O)C4CCC4)cc3C(=O)N2C)O1,.,4,3,3,.,-3,-3,2,6,0
Cc1ccc([C@@H]2CC=C(C(=O)O)CN2S(=O)(=O)c2ccccc2C)cc1,2,-3,-3,5,-1,1,0,22,-4,-1
O=C(CNC(=O)c1ccc(Cl)cc1Cl)OCC(=O)N1CCN(c2ccccc2)CC1,-3,0,-1,-4,1,6,4,2,-10,20
COc1ccc2c(CN(C)Cc3ccccc3)cc(=O)oc2c1,-5,-3,1,-5,.,3,-3,3,-5,-1
COC(=O)C(C)NC(=O)C12CC3CC(CC(C3)C1)C2 (centres undefined),-8,0,-10,4,13,9,2,2,-6,10
Cc1cccc(NC(=O)CNC(=O)c2ccccc2Cl)n1,4,1,9,2,-2,0,1,0,0,-1
CCOC(=O)c1sc(NC(=S)NC(=O)c2ccccc2)c(C(=O)OCC)c1C,4,4,-4,6,-3,-6,0,3,4,-1
COc1ccc(NC(=O)N2CCCCCC2)c(OC)c1,-6,1,5,-2,6,-6,-1,-2,3,-2
O=C(N/C(=C\c1ccc([N+](=O)[O-])cc1)C(=O)N1CCCCC1)c1ccco1,0,-2,2,1,0,1,4,-2,4,1
Cc1ccc(OCCn2cc(/C=C3\C(=O)NN(c4ccccc4)C3=O)c3ccccc32)cc1,2,-4,7,1,6,3,0,7,9,9
O=C(CCCN1C(=O)NC2(CCCC2)C1=O)Nc1ccc(F)cc1,-2,-1,2,1,-5,1,-1,2,2,1
O=C(COC(=O)/C=C/c1cccc(F)c1)NC1CCCC1,10,2,1,1,7,3,1,0,-2,0
C=C[C@@H]1c2c(F)cccc2N(S(=O)(=O)c2ccc(C)cc2)[C@H](c2ccc(C(=O)OC)cc2)C1(C#N)C#N,6,-2,-5,2,-29,-6,-1,13,4,1
CCOCCCNC(=O)c1c(N)n(-c2ccc3c(c2)OCO3)c2nc3ccccc3nc12,3,1,-3,-1,4,1,4,0,2,-1
COc1ccc(Oc2c(OC)cc([N+](=O)[O-])c3ncccc23)cc1,5,3,-2,3,-2,0,-2,4,-4,-3
Cc1cccc(CN2CCOCCS2(=O)=O)c1,0,1,-3,-1,-4,9,4,8,-16,4
CCOC(=O)CCCNc1ccc([N+](=O)[O-])cc1[N+](=O)[O-],1,2,2,2,3,4,1,-5,1,4
CCN(CC)CC(O)CN1C(=O)NC(C)(C)C1=O (centres undefined),4,2,-2,1,-3,0,-1,-3,-3,-2
O=C(NCCCN1CCOCC1)C(=O)N/N=C/c1ccc(F)cc1,0,0,3,-1,-4,-1,-2,-5,9,-3

# New compounds follow.
SMILES,TCR CD3 inh,NPR1 activator,SIAE primary,GC-B act,HTRA1 inh,MBD2 DNA inh,PRMT1 FP inh,rCAG RNA binder,mABHD4 FP,UHRF1 binding
Cc1cccc(C)c1NC(=O)C(c1ccc(C#N)cc1)n1c(=O)c(-c2cc3ccccc3[nH]2)nc2ccccc21 (centres undefined),1,2,-32,-1,.,4,-3,20,-39,-2
CCC(C)C(=O)Nc1nnc(SCC(=O)NC(C)(C)C)s1 (centres undefined),-3,3,-6,0,0,1,2,-5,3,2
Cc1cccc(N(CC(=O)N/N=C/c2ccc(OCC(=O)NCc3ccco3)cc2)S(C)(=O)=O)c1C,3,-3,-6,-2,-10,2,2,4,-9,-1
CCOC(=O)Cc1csc(N/C(=N/S(=O)(=O)c2ccc(Cl)cc2)c2ccccc2)n1,4,-2,-9,1,-1,-1,-2,30,-3,1
CCOC(=O)N1CCN(CC(O)COc2cc(C)cc(C)c2)CC1 (centres undefined),-2,-5,-3,0,4,-2,3,-7,0,0
CCOc1ccc(C(=O)N2CCN(c3ccccc3)CC2)cc1,-2,-1,-4,2,.,-3,1,-8,-2,7
N/C(=N\OC(=O)Nc1ccccc1)c1ncc(C(F)(F)F)cc1Cl,-1,8,3,-2,4,-4,-4,0,-5,-2
COc1cc2c(cc1OC)CN(C1CCCN(Cc3cccc(C(C)=O)c3)C1)CC2 (centres undefined),6,3,3,2,-2,-5,-1,-4,1,-4
CCN(CCn1cccn1)C(=O)c1cccc(OC2CCN(S(C)(=O)=O)CC2)c1,-3,2,4,4,7,1,2,-7,0,9
CCCCC(=O)Nc1ccc(C(=O)NNC(=O)c2cccs2)cc1,3,3,-1,3,4,3,1,-2,5,11
CC(=O)N1CCSc2ccc(S(=O)(=O)NCc3ccccc3)cc21,-10,3,4,5,4,-6,4,0,-3,1
CC1CCC/C(=C\Nc2ccccc2C(=O)O)C1=O (centres undefined),1,-2,3,7,1,1,5,0,7,-2
Cc1cccc(C(C(=O)NC2CCCC2)N(Cc2cccnc2)C(=O)c2csnn2)c1 (centres undefined),-1,-2,5,-4,4,-6,-3,0,-5,0
CC1CCCCN1CCCNC(=O)CN1C(=O)c2cccnc2Oc2ccc(Cl)cc21 (centres undefined),-4,-3,4,-3,3,2,1,-1,1,1
CN(C)c1ccc(C=C2C=CC=C2)cc1,0,5,3,-1,21,-8,2,7,9,-1
O=C(NCCO)Nc1ccc(Cl)cc1,2,0,-2,3,-8,0,-7,-1,3,-4
O=C(/C=C/c1ccccc1)NNC1=NS(=O)(=O)c2ccccc21,8,-3,-3,0,-2,-3,-3,5,3,0
COc1ccc(-c2csc(NC(=O)c3ccc(N4C(=O)CCC4=O)cc3)n2)cc1OC,0,3,9,-1,-2,-1,-1,11,1,-2
COc1ccc(C(=O)CCC(=O)Nc2ccc(Cl)cc2)cc1,-1,2,-5,-5,-6,1,1,-1,-8,2
O=Cc1cccc2ccc3cccc(C(=O)O)c3c12,-9,2,-2,2,7,-3,4,-2,8,-1
CC(NCc1ccccc1Cl)C(=O)Nc1ccc(S(=O)(=O)N2CCCC2)cc1 (centres undefined),1,0,7,-2,-6,3,5,-2,13,5
COc1ccc(OCCSc2nc(C)nc3ccccc23)cc1,-1,-5,-2,-2,-20,-1,-1,1,-12,-2
Cc1ccc(C)c(-c2csc(-c3cccnc3)n2)c1,-9,-4,1,-3,-17,-1,2,-5,8,1
O=C(NCCN1C(=O)S/C(=C\c2cccnc2)C1=O)c1ccc(S(=O)(=O)N2CCCC2)cc1,3,2,-8,5,5,-3,5,14,-4,-2
Nc1nonc1C(=O)N/N=C/c1ccc(-c2cccc([N+](=O)[O-])c2)o1,-3,0,2,-1,-3,7,4,2,-4,4

# Complete entries from above. Order of values: TCR CD3 inh	NPR1 activator	SIAE primary	GC-B act	HTRA1 inh	MBD2 DNA inh	PRMT1 FP inh	rCAG RNA binder	mABHD4 FP	UHRF1 binding
# `COc1ccc(OCCSc2nc(C)nc3ccccc23)cc1` is listed as -1	-5	-2	-2	-20	-1	-1	1	-12	-2
# `CN(C)c1ccc(C=C2C=CC=C2)cc1` is listed as 0	5	3	-1	21	-8	2	7	9	-1
# `CCC(C)C(=O)Nc1nnc(SCC(=O)NC(C)(C)C)s1` (centres undefined) is listed as -3	3	-6	0	0	1	2	-5	3	2
# `COc1ccc(-c2csc(NC(=O)c3ccc(N4C(=O)CCC4=O)cc3)n2)cc1OC` is listed as 0	3	9	-1	-2	-1	-1	11	1	-2
# `CCOC(=O)N1CCN(CC(O)COc2cc(C)cc(C)c2)CC1` (centres undefined) is listed as -2	-5	-3	0	4	-2	3	-7	0	0

# Carrying on.
SMILES,TCR CD3 inh,NPR1 activator,SIAE primary,GC-B act,HTRA1 inh,MBD2 DNA inh,PRMT1 FP inh,rCAG RNA binder,mABHD4 FP,UHRF1 binding
CCOC(=O)/C(C#N)=C\c1ccc2c(c1)OCO2,9,4,-6,0,2,0,0,2,1,1
Cc1cccc(/C(N)=N/OC(=O)Cc2ccccc2)c1,4,1,-8,1,-7,-2,-2,-6,0,8
CC(NC(=O)COC(=O)C1CCN(c2ccc(C(F)(F)F)cn2)CC1)c1ccc(Br)cc1 (centres undefined),5,-9,-4,-14,-15,-2,-3,-2,-9,-2
CC(C)CCC(CCN1CCOCC1)c1ccc2c(c1)OCO2 (centres undefined),0,-39,-9,-20,2,1,1,-8,16,3
Cc1cccc(/C=N/Nc2ccc3ccccc3n2)c1,-1,-3,-2,2,-5,-1,4,2,-1,2
CN(CCO)c1cc(NCCCN2CCC(Cc3ccccc3)CC2)c2nonc2c1[N+](=O)[O-],-3,-8,9,-7,-5,-15,-3,2,3,-12
C/C(=N/NC(=O)CNC(=O)c1cccnc1)c1cccc([N+](=O)[O-])c1,-2,1,5,1,4,0,-2,1,0,2
COCc1c(C(=O)N2CCN(c3ccccc3C)CC2)oc2ccccc12,4,0,-3,-4,-12,3,0,2,-8,-2
CCN=C1S/C(=C\c2cc(OCC)c(O)cc2Br)C(=O)N1CC,6,-1,8,3,-4,-1,1,24,11,0
O=C1C(=O)N(CCCN2CCOCC2)C(c2cccs2)/C1=C(/O)c1ccc2c(c1)OCO2 (centres undefined),0,2,1,1,.,2,4,13,12,-4
Cc1noc(C)c1CSCC(=O)Nc1nc(-c2ccc(F)c(F)c2)cs1,-6,24,-7,4,-30,0,5,6,-6,0
O=C(/C=C/c1ccc(S(=O)(=O)N2CCOCC2)cc1)NCCc1ccc(C(F)(F)F)cc1,1,1,2,0,-14,2,-1,1,-3,-1
CC(C)(C)OC(=O)N[C@@H](CC(=O)OCc1ccccc1)C(=O)O,2,3,2,6,2,1,2,-1,2,2
O=C(NCC1CCCO1)c1cccc(N2C(=O)C3C4C=CC(C4)C3C2=O)c1 (centres undefined),-3,0,-5,3,-1,-2,-1,0,3,0
CCCCn1c(N)c(N(CCC(C)C)C(=O)c2ccc([N+](=O)[O-])s2)c(=O)[nH]c1=O,3,-1,-2,1,-2,0,-4,5,0,-4
CC(C)C[C@@H](CO)NC(=O)CC[C@H](NC(=O)OC(C)(C)C)C(=O)N(Cc1ccccc1)Cc1ccccc1,2,-6,3,-5,-16,2,3,-4,-1,1
COc1ccc(CCNC(=O)COC(=O)CCC(=O)c2cccs2)cc1OC,1,2,-2,-4,0,2,0,2,-3,-3
CCOc1c(C)cnc2c1c(=O)n(CC(=O)NCC1CCCO1)c(=O)n2C (centres undefined),-1,3,3,2,0,-3,-2,1,1,3
Cc1ccc(SCc2[nH]nc3c2C(C(C)C)C(C#N)=C(N)O3)cc1 (centres undefined),5,-5,-4,1,-25,7,-3,-1,-5,-3
COCCN(C(=O)c1sc2ccccc2c1Cl)c1c(N)n(CC(C)C)c(=O)[nH]c1=O,1,-1,5,0,1,2,3,3,2,14
O=[N+]([O-])c1ccccc1CN1CCN(S(=O)(=O)c2ccccc2)CC1,6,1,2,0,6,1,1,-2,11,-1
O=C(O)c1cc(-c2ccccc2)nc2ccccc12,1,3,9,3,4,-4,-2,4,-4,-1

# Screens (PubChem)
